HttQ103 aggreg: mutant huntingtin aggregation inhibition | PC12 HttQ103-GFP aggregates, Acumen cytometry, 40 h | Potency, µM (series often up to 46.1 µM), inactives show at the top dose activity change, negative = inhibition, hits mostly inhibitors | hit rate 1.1% among 220,000; also: potency is read from the fitted curve at half-maximal effect; % is scaled to controls: 0 for no effect and ±100 for the full control effect; nearly all actives have a fitted effect of over 60% in size
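PC12/HTTQ103-GFP, ecdysone-inducible; teb 100 nM; cpd qHTS titration; GFP aggregates read on laser cytometer, Ex 488/Em 500-530 nm.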
CBFb-RUNX1 inh: CBF-beta/RUNX1 interaction disruption; Q01196+Q13951; AID 1477; AlphaScreen CBFb-His/RUNX1-biotin binding, biochemical; 230,000 tested, under 10 active; Potency, µM (titrated, usually from 59.8 µM), for inactives: at the highest dose activity, negative = inhibition, usual class: inhibitors; also: % of control where 0% means no effect
Target sequence (Q01196 whole entry, looked up): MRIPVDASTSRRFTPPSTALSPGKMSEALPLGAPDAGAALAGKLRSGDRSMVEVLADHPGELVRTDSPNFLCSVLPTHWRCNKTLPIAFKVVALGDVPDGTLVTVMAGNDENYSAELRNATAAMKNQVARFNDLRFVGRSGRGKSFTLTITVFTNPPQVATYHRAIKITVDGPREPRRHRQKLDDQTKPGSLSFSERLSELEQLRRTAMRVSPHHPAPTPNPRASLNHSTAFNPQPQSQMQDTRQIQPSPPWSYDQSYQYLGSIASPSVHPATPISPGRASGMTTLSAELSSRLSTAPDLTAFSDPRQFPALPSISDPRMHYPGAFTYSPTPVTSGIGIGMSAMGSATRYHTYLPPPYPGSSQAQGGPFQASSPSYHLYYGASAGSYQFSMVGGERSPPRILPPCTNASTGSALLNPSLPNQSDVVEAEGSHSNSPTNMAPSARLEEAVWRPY
Target sequence (Q13951 whole entry, looked up): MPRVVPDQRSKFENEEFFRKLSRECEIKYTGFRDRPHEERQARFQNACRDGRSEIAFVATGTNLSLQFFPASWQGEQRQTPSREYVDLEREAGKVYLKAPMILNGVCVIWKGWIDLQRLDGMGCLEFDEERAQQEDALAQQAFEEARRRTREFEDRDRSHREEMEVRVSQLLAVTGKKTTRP
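Room-temperature protein-protein interaction test with 30 nM each of His-tagged CBF-beta and biotinylated RUNX1, 15 min with compound, then 90 min with nickel plus streptavidin beads. Signal read in AlphaScreen mode.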
Luc counter: blocks Kinase-Glo luciferase, a counter-screen artifact; hit rate 0.28% among 200,000; Q27757; Kinase-Glo luciferase, ATP luminescence, 8 min; Potency, µM (doses to about 38.3 µM), for the others: at the highest dose activity change, negative = inhibition, most hits filed as inhibitors; also: potency is read from the fitted curve at half-maximal effect; % is scaled to controls: 0 for no effect and ±100 for the full control effect; nearly all actives have a fitted effect of over 60% in size
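Luminescence was the read-out, taken after 8-minute incubation at ambient temperature. Luciferase turned over luciferin with 10 uM ATP in imidazole pH 7.2 buffer containing KCl, MgCl2, Tween 20 and BSA.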
LMNA splice mod: changes lamin A minigene splicing in HeLa cells | HeLa LMNA splicing GFP/RFP minigene ratio, 48 h | Potency, µM (series often up to 46.1 µM), inactives show at the top dose ratio change, negative = inhibition, hits mostly inhibitors | hit rate 0.01% among 200,000; active = well fitted inhibition curve with a large enough effect in the signal ratio, with a control signal flat, not every such curve was filed as active; inconclusive = small, poorly fitted or top-dose-only effect, or effect the other way, or a change in a side signal; the % refers to the signal ratio; also: potency is read from the fitted curve at half-maximal effect; % is scaled to controls: 0 for no effect and ±100 for the full control effect
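S3 HeLa stable clones carrying a lamin A-EGFP splicing minigene plus DsRed2 were seeded at 600 cells/well in Opti-MEM with 2% FBS, pin-dosed and incubated 48 h at 37°C. Acumen cytometry (488 nm) gave the GFP/RFP total-intensity ratio.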
IMPase Li cell: cell-permeable IMPase inhibitors with lithium potentiation. CHO-M1 cells, IP1 TR-FRET (IP-One), carbachol + lithium. Potency, µM (titrated, usually from 59.4 µM), without a hit: at the top dose activity, negative = IMPase inhibition, most hits filed as inhibitors. hit rate 0.35% among 210,000;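 also: IP1 builds up when IMPase is blocked and the TR-FRET signal falls; potency is read from the fitted curve at half-maximal effect; plate controls were basal vehicle for no effect and high inhibitor control for full effect; nearly all actives have a fitted effect of over 50% in size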
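Lithium-sensitised IP1 accumulation assay; M1-expressing CHO cells treated 30 min at 37C with compound. Competitive antibody detection by time-resolved FRET followed a 10 min room-temperature lysis step.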
HTT ATP protect: cytoprotection in Huntington HTT-Q103 PC12 cell model. PC12 HTT-Q103 induced, cytoprotection, ATP luminescence, 40 h. Potency, µM (top dose mostly 56.4 µM), for inactives: cytoprotection (ATP increase), hits mostly activators. hit rate 0.14% among 230,000. AID 1471;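 also: potency is read from the fitted curve at half-maximal effect; % of control where 0% means no effect; nearly all actives have a fitted effect of over 45% in size; toxic huntingtin expression switched on by the ecdysone agonist tebufenozide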
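Quantitative HTS on tebufenozide-induced (100 nM) PC12 cells expressing HTTQ103 exon 1–GFP; compounds tested as a concentration series; survival measured via cellular ATP.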
SMN2 splice up: enhancers of SMN2 splice variant expression. Potency, µM (titrated, usually from 46.1 µM), for inactives: at the top dose activity change, positive = activation, actives largely listed as activators. AID 1458. HEK293 SMN2-luciferase splicing reporter, luminescence, 30-36 h. hit rate 2.8% among 210,000; also: potency is read from the fitted curve at half-maximal effect; % of control where 0% means no effect; nearly all actives have a fitted effect of over 55% in size
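HEK293 cells carry an SMN2 minigene-luciferase reporter in which exon 7 inclusion puts luciferase in frame. Cells were seeded at 2000 cells/well, attached for 10-12 hours, then exposed to compounds for 30-36 hours at 37C before ONE-Glo luminescence.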
Starred values were filed as active, the others as inactive; ? = inconclusive; nt = no result given; [ ] = dose if it differs, or a comment. Unless noted, calls follow the shape of the dose curve; as a rule, active = well fitted curve in the direction sought with a large enough effect; inconclusive = small, poorly fitted or top-dose-only effect, or another doubt; inactive = no such curve, though single readings can be large; an effect the other way counts as inactive or inconclusive.

no. | compound | HttQ103 aggreg | CBFb-RUNX1 inh | Luc counter | LMNA splice mod
1 | COc1ccccc1NCCC(=O)OCC(=O)NC1CCCCC1 | ? | -0.7% | 1.0% | -2.2%
2 | Cc1cccc(C(=O)NNC(=O)c2ccccc2-n2cccc2)c1 | -8.5% | -3.6% | 5.2% | ?
3 | COc1ccc(-c2csc(/C(C#N)=C\c3ccc(OC)c([N+](=O)[O-])c3)n2)cc1 | 18.5% | 0.1% | -2.8% | ?
4 | CN(C)S(=O)(=O)c1cccc(NC(=S)NN=C(Cc2ccccc2)Cc2ccccc2)c1 | 9.6% | -0.7% | -0.4% | 2.3%
5 | CCOC(=O)c1c(N)sn(-c2ccccc2)c1=S | 12.7% | -5.4% | -0.5% | -16.7%
6 | CCOCCCNc1nc2ccccc2[nH]1 | -5.7% | 2.0% | 0.3% | 11.5%
7 | COc1ccc(Cl)cc1N/C(N)=N/c1nc(C)cc(=O)[nH]1 | 14.0% | -2.5% | -3.4% | nt
8 | O=C(/C=C/c1ccc2c(c1)OCO2)c1cccs1 | nt | -8.5%[21.7 µM] | 8.91µM* | nt
9 | COC(=O)c1ccc(S(=O)(=O)NCCSc2nnc3c4ccccc4n(C)c3n2)cc1 | -15.1% | 4.0% | 2.3% | ?
10 | O=C(O)c1ccc2c(c1)C(=O)N(c1cccc(S(=O)(=O)Nc3cccc(C(F)(F)F)c3)c1)C2=O | 17.1% | 14.4% | 0.4% | -18.6%[46 µM]
11 | O=C(Cn1c(=O)c(=O)n(Cc2ccccc2)c2ccc(Cl)cc21)NCC1CCCO1 (stereo not given) | 16.1% | 1.8% | -2.7% | -23.1%[46 µM]
12 | Cc1cccc(-c2c3c(=O)n(C)c(=O)n(C)c3cn2-c2ccccc2O)c1 | 23.0% | -15.6% | -1.9% | 21.9%

no. | IMPase Li cell | HTT ATP protect | SMN2 splice up
1 | 12.7% | -7.8%[10 µM] | 3.6%
2 | -5.1% | -41.5%[inhibitor] | 0.4%
3 | 12.5% | nt | -13.3%
4 | 15.0% | 27.1%[0.074 µM] | 0.5%
5 | 15.5%[38.3 µM] | 3.9%[1.9 µM] | -25.5%
6 | 29.2%[38.3 µM] | -20.2% | 24.5%
7 | -9.3% | -23.7% | -4.1%
8 | 7.8% | -20.6%[1.9 µM] | nt
9 | ? | -65.7%[inhibitor] | -15.7%
10 | -3.0% | -23.7% | -10.7%
11 | 2.1% | -7.3%[10 µM] | 10.9%
12 | 0.7%[38.3 µM] | -22.6% | -18.0%

Brought forward from above: 5 entries, followed by the next part.
no. | compound | HttQ103 aggreg | CBFb-RUNX1 inh | Luc counter | LMNA splice mod
8 | O=C(/C=C/c1ccc2c(c1)OCO2)c1cccs1 | nt | -8.5%[21.7 µM] | 8.91µM* | nt
9 | COC(=O)c1ccc(S(=O)(=O)NCCSc2nnc3c4ccccc4n(C)c3n2)cc1 | -15.1% | 4.0% | 2.3% | ?
10 | O=C(O)c1ccc2c(c1)C(=O)N(c1cccc(S(=O)(=O)Nc3cccc(C(F)(F)F)c3)c1)C2=O | 17.1% | 14.4% | 0.4% | -18.6%[46 µM]
11 | O=C(Cn1c(=O)c(=O)n(Cc2ccccc2)c2ccc(Cl)cc21)NCC1CCCO1 (stereo not given) | 16.1% | 1.8% | -2.7% | -23.1%[46 µM]
12 | Cc1cccc(-c2c3c(=O)n(C)c(=O)n(C)c3cn2-c2ccccc2O)c1 | 23.0% | -15.6% | -1.9% | 21.9%
13 | CCC(CC)NC(=O)COC(=O)c1cc(Br)ccc1Cl | -5.4% | 3.5% | -1.0% | -4.0%
14 | COc1ccc(C(CNC(=S)NCc2ccccc2)N2CCCC2)cc1 (stereo not given) | 22.6% | 3.4% | 0.7% | -6.9%[46 µM]
15 | Cc1onc(-c2c(F)cccc2Cl)c1C(=O)c1ccc(F)cc1 | 4.6%[9.22 µM] | -1.0% | nt | nt
16 | COc1cc(OC)cc(C(=O)NCCCN2CCOCC2)c1 | -12.4% | -0.7% | 1.1% | -5.7%
17 | O=C1/C(=C/c2cccnc2)SC(=S)N1C1CCS(=O)(=O)C1 (stereo not given) | ? | 2.4% | -1.6% | 20µM*
18 | O=C(CCn1c(=S)[nH]c2cc3c(cc2c1=O)OCO3)N1CCc2ccccc2C1 | 12.1%[9.22 µM] | 4.0% | 3.2% | 9.8%
19 | COC(=O)c1cc(C(=O)NCCC(C)C)cc([N+](=O)[O-])c1 | 7.2% | 6.0% | 0.2% | 18.6%[46 µM]
20 | COc1cc(/C=C/C(=O)Nc2nnc(CC(C)C)s2)cc(OC)c1OC | 2.2% | -4.1% | -5.7% | ?
21 | CCCCN1CC(O)=C(c2nc(-c3ccc(Br)cc3)cs2)C1=N | -22.7%[9.22 µM] | -7.0% | nt | nt
22 | CCn1c(SCCC#N)nnc1-c1ccncc1 | -2.6% | 5.1% | 4.8% | -7.0%
23 | CCOc1ccc2[nH]c(=O)c(CN(CCO)C(=O)c3ccc(Br)cc3)cc2c1 | 15.9% | 13.7% | 2.2% | -14.3%
24 | Cc1cc(C)n(-c2nnc(C)n2/N=C/c2ccccc2F)n1 | 6.5% | 3.2% | -3.2% | 5.8%

no. | IMPase Li cell | HTT ATP protect | SMN2 splice up
8 | 7.8% | -20.6%[1.9 µM] | nt
9 | ? | -65.7%[inhibitor] | -15.7%
10 | -3.0% | -23.7% | -10.7%
11 | 2.1% | -7.3%[10 µM] | 10.9%
12 | 0.7%[38.3 µM] | -22.6% | -18.0%
13 | -5.0% | 3.1%[10 µM] | -9.2%
14 | 14.6% | 2.0% | ?
15 | nt | 15.9%[10 µM] | nt
16 | 3.7% | 1.4%[10 µM] | -15.9%
17 | 10.7% | 16.6%[10 µM] | ?
18 | 22.8%[38.3 µM] | 6.8% | 3.1%
19 | 4.7% | -25.8% | 0.4%
20 | -13.5% | 6.7%[10 µM] | -14.5%[1.84 µM]
21 | nt | -21.4%[10 µM] | nt
22 | 8.6%[38.3 µM] | -6.8% | 31.0%
23 | -5.7%[38.3 µM] | -5.2%[10 µM] | -11.9%
24 | 47.0%[activator][38.3 µM] | 20.4% | 24.0%

(listing goes on)
no. | compound | HttQ103 aggreg | CBFb-RUNX1 inh | Luc counter | LMNA splice mod
25 | O=C(C/C=N/OCc1ccc(F)cc1Cl)c1cnc(-c2ccccc2)s1 | 0.2% | -5.1% | 2.6% | -0.5%
26 | O=C(Nc1nc2ccccc2n1CCN1CCCC1)C1CCCCC1 | 0.9% | -0.8% | -17.1% | 2.0%
27 | COc1cc(CCCN2C(=S)NC[C@@H]2c2ccccc2)cc(OC)c1OC | -3.0%[9.22 µM] | 5.1% | nt | nt
28 | COc1ccc(CCN2C(=O)CSC2c2ccc(OC)c(OC)c2)cc1OC (stereo not given) | nt | 0.7% | 1.1% | ?
29 | COc1ccc(N=c2oc3c(OC)cccc3cc2C(=O)NCc2ccco2)cc1OC | ? | -3.4% | -0.3% | -1.2%
30 | CCOC(=O)c1c(C)oc2ccc(NS(=O)(=O)c3ccc4c5c(cccc35)C(=O)N4)cc12 | ? | -12.5% | 0.5% | ?

no. | IMPase Li cell | HTT ATP protect | SMN2 splice up
25 | -15.1%[38.3 µM] | -10.9% | -11.3%
26 | 20.7%[38.3 µM] | 7.1% | 9.3%
27 | 8.8% | -0.2%[10 µM] | nt
28 | 8.4% | nt | -35.8%[inhibitor]
29 | 26.5%[38.3 µM] | -50.1%[inhibitor][10 µM] | -19.1%
30 | 12.1% | 19.9%[10 µM] | -15.8%

Screening data as filed in PubChem BioAssay.

Not a hit list. About 4% of those tested had a hit in this group.
